PNC assembly inh: perinucleolar compartment assembly inhibition. 3.1% of 140,000 active. PC3M PTB-GFP, PNC prevalence imaging, 16 h; active compounds read low. activity change (PNC), negative = inhibition, % at 10 µM;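 active = readout at or below -70, meaning at least 70% loss of cells showing the perinucleolar compartment, a nuclear body marking cancer cells; inconclusive = readout between -30 and a set limit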;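 also: plate controls were DMSO wells for no effect and camptothecin positive control wells for full effect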
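PC3M cells stably expressing PTB-GFP, 750–1000 cells/well, treated 16 h at 37 °C with compound (23 nl of library stock), in duplicate. After paraformaldehyde fixation and Hoechst stain, imaged at 20x; PNC prevalence scored by image analysis.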
12-hLO inh: 12-hLO (ALOX12) enzyme inhibition. P18054. purified 12-hLO, xylenol orange hydroperoxide absorbance. Potency, µM (doses to about 57.1 µM), without a hit: at the highest dose activity change, negative = inhibition, most hits filed as inhibitors. AID 1452. 0.12% of 150,000 active; also: potency is read from the fitted curve at half-maximal effect; nearly all actives have a fitted effect of over 55% in size; many of its hits are not listed in these tables
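Xylenol orange chromogenic assay: hydroperoxide from 12hLO oxidises Fe(II), giving red-shifted Fe(III)-XO absorbance. Conditions: 150 nM enzyme, 40 uM arachidonic acid, 25 mM Hepes pH 7.0, 0.01% Triton X-100, 30 min, room temperature.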
ALOX15B inhib: 15-hLO-2 (ALOX15B) enzyme inhibition | O15296 | 0.56% of 110,000 active | AID 881 | Potency, µM (titrated, usually from 57.1 µM), for the others: at the highest dose activity change, negative = inhibition, most hits filed as inhibitors | purified 15hLO-2, xylenol orange hydroperoxide absorbance; also: potency is read from the fitted curve at half-maximal effect; nearly all actives have a fitted effect of over 60% in size; many of its hits are not listed in these tables
Target sequence (O15296 whole entry, looked up): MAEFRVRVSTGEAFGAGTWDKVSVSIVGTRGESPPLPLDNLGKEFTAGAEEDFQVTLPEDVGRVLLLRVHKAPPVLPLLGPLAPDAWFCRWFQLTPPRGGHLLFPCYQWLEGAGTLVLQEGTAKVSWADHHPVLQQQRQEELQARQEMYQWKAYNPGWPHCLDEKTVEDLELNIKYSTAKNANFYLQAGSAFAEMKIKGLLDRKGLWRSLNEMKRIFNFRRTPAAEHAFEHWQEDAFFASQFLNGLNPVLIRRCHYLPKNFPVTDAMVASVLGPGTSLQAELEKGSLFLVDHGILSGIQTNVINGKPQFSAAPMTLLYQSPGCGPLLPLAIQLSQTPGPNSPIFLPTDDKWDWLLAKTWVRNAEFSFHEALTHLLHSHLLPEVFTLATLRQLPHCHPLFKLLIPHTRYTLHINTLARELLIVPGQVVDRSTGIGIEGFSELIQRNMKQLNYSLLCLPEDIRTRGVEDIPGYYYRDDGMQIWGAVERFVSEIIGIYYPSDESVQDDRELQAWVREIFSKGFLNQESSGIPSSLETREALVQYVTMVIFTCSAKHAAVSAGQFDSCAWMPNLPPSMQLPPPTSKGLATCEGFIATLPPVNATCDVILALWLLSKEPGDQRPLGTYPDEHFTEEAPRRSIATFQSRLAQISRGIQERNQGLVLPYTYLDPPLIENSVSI
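Purified human 15hLO-2 (50 nM) preincubated 15 min with compound, then 45 uM arachidonic acid for 90 min at RT in 25 mM Hepes pH 7.5, 0.01% Triton X-100. Hydroperoxide detected by Fe-xylenol orange; 573/405 nm absorbance ratio.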
IMPase cell inh: membrane-permeable compound that blocks inositol monophosphatase. P97697. CHO-M1 cells, IP1 accumulation, HTRF TR-FRET ratio. inhibition (IP1 accumulation), % at 46.1 µM. 120,000 tested, under 10 active; active = well fitted curve in the direction sought with a large enough effect in the signal ratio, not every such curve was filed as active; inconclusive = small, poorly fitted or top-dose-only effect, or a change in a side signal; inactive = no such curve, though single readings can be large or run the other way; the % refers to the signal ratio;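 also: cells stimulated with carbachol in lithium chloride buffer; plate controls were DMSO basal wells for no effect and reference inhibitor wells for full effect; higher means more IMPase inhibition seen as more IP1 and lower FRET ratio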
Target sequence (P97697 whole entry, looked up): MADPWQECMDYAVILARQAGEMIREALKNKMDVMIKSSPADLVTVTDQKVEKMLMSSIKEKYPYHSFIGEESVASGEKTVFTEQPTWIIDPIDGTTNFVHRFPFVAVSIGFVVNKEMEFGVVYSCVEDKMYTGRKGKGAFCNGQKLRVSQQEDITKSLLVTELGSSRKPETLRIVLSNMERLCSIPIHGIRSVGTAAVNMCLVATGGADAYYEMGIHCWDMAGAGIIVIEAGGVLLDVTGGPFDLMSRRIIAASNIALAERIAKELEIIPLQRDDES
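CHO-M1 cells (CHO stably expressing M1 receptor), compound up to 46 uM final, stimulated with carbachol (50 uM as added) in buffer with 50mM LiCl, pH 7.4, 30 min at 37C. Cytosolic IP1 read by TR-FRET; AC50 from Hill fits.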
* = called active by the depositor; ? = inconclusive; · = not tested or not shown; [ ] = remark or other dose. Unless noted, calls follow the shape of the dose curve; as a rule, active = well fitted curve in the direction sought with a large enough effect; inconclusive = small, poorly fitted or top-dose-only effect, or another doubt; inactive = no such curve, though single readings can be large; an effect the other way counts as inactive or inconclusive. Unless noted, % is scaled to controls: 0 for no effect and ±100 for the full control effect. This is a subset; the hit share may differ from the screen's.

PNC assembly inh,12-hLO inh,ALOX15B inhib,IMPase cell inh,structure
41,8%,·,-4,Nc1ccc(C#Cc2ccccc2)cc1
23,-30%,36%[activator],11,Cc1c(CCOC(=O)CC23CC4CC(CC(C4)C2)C3)sc[n+]1CC(=O)c1ccc(Br)cc1
·,?,4µM*,·,CCC(C)C1NC(=O)C(CCNCS(=O)(=O)O)NC(=O)C(NC(=O)C(CCNCS(=O)(=O)O)NC(=O)C(NC(=O)C(CCNCS(=O)(=O)O)NC(=O)CCCCC(C)C)C(C)O)CCNC(=O)C(C(C)O)NC(=O)C(CCNCS(=O)(=O)O)NC(=O)C(CCNCS(=O)(=O)O)NC(=O)C(C(C)CC)NC1=O (stereo not drawn)
·,-1%,2%,·,Nc1ncnc2c1c(I)cn2C1OC(CO)C(O)C1O (stereo not drawn)
?,3%,6%,4,O=C(O/N=C1\CCCc2ccccc21)c1cccc(Cl)c1
?,1%,4%,0,CC1(C)CC(NC(=O)C23CCC(C)(C(=O)C2)C3(C)C)CC(C)(C)N1 (stereo not drawn)
15,-9%,2%,-4,Cc1oc2ccc(O)cc2c1C(=O)c1ccc(Cl)cc1
23,-6%,28%,3,O=C(NCCCN1CCN(c2cccc(Cl)c2)CC1)C1(S(=O)(=O)c2ccc(Cl)cc2)CC1
-15,-4%,·,·,CC1Cc2ccccc2N1C(=O)CO/N=C/c1ccc(OC(F)F)cc1 (stereo not drawn)
17,5%,5%,-17,COc1ccc(S(=O)(=O)N2CCC(C(=O)NCc3ccccn3)CC2)cc1C
?,-4%,7%,-5,O=S(=O)(Nn1cnnc1)c1ccccc1Cl
·,-2%,6%,·,COC(=O)[C@@]1(Cc2ccc(F)cc2)[C@H]2c3cc(C(=O)N(C)C)n(Cc4cc(C)n(C)n4)c3C[C@H]2CN1C(=O)c1ccccc1
47,0%,11%,10,CCN(CCCNC(=O)c1cn(CC)c2ccc(S(=O)(=O)N(C)C)cc2c1=O)c1cccc(C)c1
-8,3%,·,10,CCc1ccc(Nc2ccc(S(=O)(=O)N3CCOCC3)cc2[N+](=O)[O-])cc1
?,2%,6%,7,Cc1cccc(NC(=O)C2CCCN2S(=O)(=O)c2ccc(F)cc2)c1C (stereo not drawn)
?,?,·,·,COc1ccc(C(=O)NC(=S)NNC(=O)c2c(-c3ccccc3)noc2C)cc1
277,-5%,·,-7,O=C(Nc1ccc(N2CCN(C(=O)c3ccco3)CC2)cc1)c1ccc2c(c1)OCO2
?,-2%,-29%,2,CCOc1cc(/C=C2\N=C(C)OC2=O)cc(Br)c1OCC(=O)OC
46,-6%,·,·,CCOC(=O)c1ccc(-n2c(C)ccc2C)cc1
21,6%,·,4,O=C(CCCSc1nc(-c2ccco2)cc(C(F)(F)F)n1)NCC1CCCO1 (stereo not drawn)
-25,0%,3%,-4,Cc1cc(C)nc(-n2nc(C)c(Oc3ccccc3O)c2C)n1
·,3%[11.4 µM],-5%[11.4 µM],·,CCC(C)(C)c1ccc(Oc2cccc(C(=O)O)c2)cc1
-20,-3%,50%[activator],4,CCN(CC)CCNC(=O)c1ccc(N2CCCCC2)c(NS(=O)(=O)c2ccc(C)cc2)c1
4,7%,-9%,3,COc1ccc(-n2nccc2-c2nn(-c3cccc(OC)c3)c(=O)n(C)c2=O)cc1
·,-1%,18%,·,COC1CCC(C(=O)c2ccc3nc4c(cc3c2)CCCO4)CC1 (stereo not drawn)
15,1%,·,·,Cc1ccc(S(=O)(=O)N(C)C)cc1NC(=S)NC(C)CCC(C)C (stereo not drawn)
57,3%,·,5,CCN1C(=O)/C(=C2\Sc3ccccc3N2CC)OC1=S
?,-3%,-2%,-2,CCOc1ccc(OCC)c(NC(=O)CCS(=O)(=O)c2ccc(Br)s2)c1
45,1%,-6%[11.4 µM],?,Cc1ccc(S(=O)(=O)N2c3ccccc3NC(=O)CC2C)cc1 (stereo not drawn)
17,?,-20%,-5,Cc1ccc(S(=O)(=O)N/N=C/c2cc(Br)c(C)o2)cc1
25,-1%,-7%,16,CCNC1=C(Cl)C(=O)c2ccccc2C1=O
20,?,-1%,11,O=C(NC(Nc1ncc(S(=O)(=O)c2ccc([N+](=O)[O-])cc2)s1)(C(F)(F)F)C(F)(F)F)c1ccc(Cl)cc1
?,-22%,29%,18,O=C1c2ccccc2C(=O)N1CC#CCN1CCN(C(c2ccccc2)c2ccccc2)CC1
-11,-1%,4%,11,COC(=O)c1cccc(NC(=O)CSc2nnc(COc3ccc(C#N)cc3)n2-c2ccccc2)c1
7,2%,0%,?,O=C(O)CCCC(=O)Nc1c(F)c(F)c(F)c(F)c1F
14,0%,0%,6,NC(=O)CSc1nnc(COc2ccccc2)n1CCc1ccccc1
41,1%,·,·,CCNC(=S)N(CCc1c(C)[nH]c2ccccc12)Cc1cc(OC)c(OC)c(OC)c1
·,-3%[11.4 µM],-25%[11.4 µM],·,ON(CCc1ccccn1)Cc1ccccc1
44,2%,·,·,O=C(NC(=S)NCCN1CCOCC1)c1ccc(F)cc1
12,1%,·,-15,CC(C)(C)c1cc(C(=O)N/N=C/c2ccco2)n[nH]1
?,4%,21%,7,NNC(=O)c1nc(-c2ccccc2)n2c1CCCCC2
-29,3%,-1%,-5,CC1(C)CC(=O)C2=C(C1)N(CC1CCCO1)C(=O)C2(O)C(F)(F)F (stereo not drawn)
5,-4%,3%,5,COc1ccc(OCC(=O)N2CCN(c3cccc(C(F)(F)F)c3)CC2)cc1
57,2%,·,·,Cc1ccccc1NC(=O)Cn1nnc(S(=O)(=O)c2ccc(C(C)(C)C)cc2)c1N
-1,11%,·,13,Cc1ccc(-c2cc(C(F)F)n3ncc(C(=O)Nc4ccc(S(=O)(=O)Nc5ccccc5C)cc4)c3n2)cc1

Six records drawn at random from those above:
PNC assembly inh,12-hLO inh,ALOX15B inhib,IMPase cell inh,structure
-11,-1%,4%,11,COC(=O)c1cccc(NC(=O)CSc2nnc(COc3ccc(C#N)cc3)n2-c2ccccc2)c1
12,1%,·,-15,CC(C)(C)c1cc(C(=O)N/N=C/c2ccco2)n[nH]1
14,0%,0%,6,NC(=O)CSc1nnc(COc2ccccc2)n1CCc1ccccc1
57,2%,·,·,Cc1ccccc1NC(=O)Cn1nnc(S(=O)(=O)c2ccc(C(C)(C)C)cc2)c1N
-29,3%,-1%,-5,CC1(C)CC(=O)C2=C(C1)N(CC1CCCO1)C(=O)C2(O)C(F)(F)F (stereo not drawn)
25,-1%,-7%,16,CCNC1=C(Cl)C(=O)c2ccccc2C1=O

Continued.
PNC assembly inh,12-hLO inh,ALOX15B inhib,IMPase cell inh,structure
-26,4%,-3%,-5,CCOC(=O)N1CCN(c2c(NCc3ccc(N(C)C)cc3)c(=O)c2=O)CC1
71,-7%,-8%,2,O=C(NNC(=O)c1ccccc1-n1cccc1)c1ccc(Cl)c(Cl)c1
?,3%,-8%,13,CCOC(=O)c1cc(-c2ccccc2)nn1-c1ccccn1
-8,-4%,32%[activator],14,CCCc1nc2oc3c(NCCN4CCOCC4)ncnc3c2c2c1CCCC2
10,-6%,4%,0,Cc1cc(C)c[n+](-c2nc([O-])sc2C=O)c1
?,3%,5%,8,CC(C)(C)c1ccc(OCC(=O)O)cc1
?,3%,-2%,1,c1ccc(OCCOCCSc2ncccn2)cc1
?,-1%,-3%,4,CCn1c(SCC(=O)OC(C)C)nnc1-c1cccc(Cl)c1
54,-2%,-11%,6,O=C(C1CCCN(Cc2ccccc2)C1)N1CCCCC1 (stereo not drawn)
?,1%,8%,-2,N#Cc1ccc(OCC(=O)NCCc2ccccn2)cc1
17,2%,·,-9,CC(C)c1ccc(C2N3CC4([N+](=O)[O-])CN2CC([N+](=O)[O-])(C3)C4(C)C)cc1 (stereo not drawn)
21,2%,-2%,2,COc1ccc(C2(CNC(=O)CCC(=O)O)CCCC2)cc1OC
-9,3%,·,·,CC(C)CNC(=O)c1ccc(Cl)c(N)c1
30,4%,-9%,-1,CC(C)(C)c1cccc(Oc2nn[nH]n2)c1
13,2%,·,·,O=C(Nc1ccc2ccccc2c1)/C(=C/c1cccc(Br)c1)NC(=O)c1ccco1
-26,1%,-4%,-5,Cc1ccc(S(=O)(=O)N2CC3(C)CN(S(=O)(=O)c4ccc(C)cc4)CC(C)(C2)C3=O)cc1
-27,-1%,·,?,Cc1cc(C)cc(OCC(=O)Nc2ccc3c(c2)C(=O)c2ccccc2C3=O)c1
20,0%,·,18,COc1cc(/C=N/Nc2nc3ccccc3[nH]2)ccc1O
-22,-7%,22%,2,CCOC(=O)C1CCCN(c2ncnc3c2[nH]c2cccc(OC)c23)C1 (stereo not drawn)
-89*,7%,-7%,7,O=C(C1c2ccccc2Oc2ccccc21)N1CCN(c2ccc(Cl)cc2)CC1
·,-2%,-6%,·,CCCCOC(=O)COc1ccc(Cl)cc1Cl
?,3%,-1%,4,CCC(=O)N1c2ccc(S(=O)(=O)CCC(=O)Nc3nccs3)cc2CC1C (stereo not drawn)
4,1%,·,·,Cc1ccc(NC(=O)CSc2nc3c(cc2C#N)C(=O)CCC3)cc1S(=O)(=O)N(C)C
-7,1%,-2%,7,Cn1nnnc1CCOCCc1nnnn1C
?,-3%,-18%,6,O=C(/C=C/NNC(=O)c1ccccc1)c1ccccc1
-23,-8%,-9%,?,O=C(c1csc2c1CCCC2)N1CCN(c2cccc(C(F)(F)F)c2)CC1
-5,3%,1%,5,CCCCn1c(=N)n(CC(=O)c2ccco2)c2ccccc21
56,-5%,-16%,2,COCCCNC(=O)C1C2C=CC3(CN(Cc4ccc(C)cc4)C(=O)C13)O2 (stereo not drawn)
0,-4%,-17%,7,N#CCCCSc1nnc(CSc2nc3ccccc3s2)n1-c1ccccc1
21,4%,18%,?,Cc1ccc(C)c2[nH]c(=O)c(CN(CC3CCCO3)S(=O)(=O)c3ccc4c(c3)OCCO4)cc12 (stereo not drawn)
55,3%,·,·,CCOC(=O)c1ccc(NC(=O)CSCC(=O)OCC(=O)c2ccccc2)cc1
?,2%,9%[11.4 µM],16[1.84 µM],CCOC(=O)N1CCC(Nc2c(NCCN3CCN(Cc4ccccc4)CC3)c(=O)c2=O)CC1
31,-5%,-4%,-6,COc1ccc2[nH]c(=O)c(CN(C(C)=O)c3cccc(C)c3)cc2c1
·,2%,-4%,·,CN(C)CCCCCCN(C)C
52,4%,1%,-11,N#Cc1ccc(C(c2nnnn2C2CCCC2)N2CCC(Cc3ccccc3)CC2)cc1 (stereo not drawn)
52,4%,1%,-7,Cc1nc2nc(C)c(CCC(=O)N3CCc4ccccc43)c(C)n2n1
23,2%,-3%,-4,COc1cccc(CNCCNC(=O)c2ccco2)c1OC
?,-5%,1%,?,CCOC(=O)C1CCCN(C(=O)CN2C(=O)COc3ccc(C(C)(C)C)cc32)C1 (stereo not drawn)
34,-6%,11%,0,CC(C)(C)N(Cc1cc2ccccc2[nH]c1=O)C(=O)c1cccnc1

Part of the list above, with tabs:
canonical_smiles	PNC assembly inh	12-hLO inh	ALOX15B inhib	IMPase cell inh
Cc1ccccc1NC(=O)Cn1nnc(S(=O)(=O)c2ccc(C(C)(C)C)cc2)c1N	57	2%	·	·
Cc1cc(C)c[n+](-c2nc([O-])sc2C=O)c1	10	-6%	4%	0
CCn1c(SCC(=O)OC(C)C)nnc1-c1cccc(Cl)c1	?	-1%	-3%	4

Screens: PubChem BioAssay, National Center for Advancing Translational Sciences (NCATS)
